# Assay outcomes as filed in PubChem BioAssay.
# rCAG RNA binder: binders of r(CAG) RNA repeats, primary screen, biochemical, fluorescence; r(CAG) RNA repeat, TO-PRO-1 dye displacement fluorescence; inhibition, % at 3 µM; 1.3% of 370,000 active; AID 651821, 2012;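 active = inhibition above the plate cutoff, the mean of all test compounds on that plate plus 3 SD, cut at about 35% in these data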;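 note: 0% = DMSO alone and 100% = 100 µM mitoxantrone as full dye displacement; higher means more dye released from RNA so lower well fluorescence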
# MBD2 DNA inh: inhibitors of MBD2 binding to methylated DNA, primary screen, biochemical, TR-FRET, DNA-binding domain, human | 0.31% of 370,000 active | MBD2 binding to methylated oligonucleotide | inhibition, % at 4.4 µM | AID 686964, 2013; in the data active = inhibition above about 13%
# HTRA1 inhibitor: HTRA1 serine protease inhibitors, primary screen, biochemical, fluorescence polarization, HTS. recombinant HTRA1, FP-rhodamine activity-based probe. inhibition, % at 5.96 µM. 0.5% of 340,000 active. AID 504803, 2011; in the data active = inhibition above about 36%;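 note: 0% = enzyme with DMSO and 100% = wells lacking enzyme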
# Target sequence (Q92743 whole entry, looked up): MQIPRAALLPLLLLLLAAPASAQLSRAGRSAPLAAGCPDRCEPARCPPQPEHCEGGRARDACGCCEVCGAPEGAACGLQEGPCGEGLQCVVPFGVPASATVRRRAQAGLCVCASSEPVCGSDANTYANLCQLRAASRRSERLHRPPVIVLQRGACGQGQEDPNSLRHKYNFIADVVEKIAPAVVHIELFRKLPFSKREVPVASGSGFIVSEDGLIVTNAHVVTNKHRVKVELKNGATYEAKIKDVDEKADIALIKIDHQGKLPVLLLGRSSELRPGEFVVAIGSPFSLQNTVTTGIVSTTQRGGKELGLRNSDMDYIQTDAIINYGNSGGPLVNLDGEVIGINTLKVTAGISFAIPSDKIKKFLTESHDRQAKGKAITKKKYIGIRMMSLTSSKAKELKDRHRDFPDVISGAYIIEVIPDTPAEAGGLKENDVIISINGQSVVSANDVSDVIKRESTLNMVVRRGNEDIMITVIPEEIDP
# TDP2 inh: human TDP2 enzyme inhibitors, primary screen, biochemical, epi absorbance, recombinant enzyme. Tyrosyl-DNA phosphodiesterase 2 (Homo sapiens), O95551. T5PNP hydrolysis, p-nitrophenol absorbance 415 nm. inhibition, % at 12.8 µM. 0.34% of 370,000 active;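 active = inhibition above the mean of all tested compounds plus 3 SD, set per campaign, cut at about 25% in these data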;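 note: 0% = DMSO with enzyme and 100% = buffer with substrate but no TDP2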
# Target sequence (O95551 whole entry, looked up): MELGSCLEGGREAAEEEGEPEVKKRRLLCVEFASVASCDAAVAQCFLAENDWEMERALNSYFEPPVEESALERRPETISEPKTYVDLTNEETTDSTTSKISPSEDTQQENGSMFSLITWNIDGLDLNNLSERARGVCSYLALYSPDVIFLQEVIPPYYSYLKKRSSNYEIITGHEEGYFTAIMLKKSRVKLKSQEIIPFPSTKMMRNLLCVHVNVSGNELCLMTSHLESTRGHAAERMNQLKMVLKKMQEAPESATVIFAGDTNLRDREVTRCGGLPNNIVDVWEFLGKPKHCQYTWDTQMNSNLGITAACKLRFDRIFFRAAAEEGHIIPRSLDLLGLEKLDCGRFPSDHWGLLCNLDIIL
#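 Read-out basis: percent inhibition. System: recombinant human TDP2. Buffer or medium: Mg2+-containing Tris-HCl buffer, pH 7.5. Repeats: single replicate. Timing: reaction 2 h, 37 °C. Benchmarks: high control without enzyme, low control DMSO plus TDP2. Probe or stimulus: 5 mM T5PNP. Doses: 12.8 µM only. Measured by: epi absorbance of p-nitrophenol freed from T5PNP by hydrolysis.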
# TCR CD3 inh: inhibitors of human TCR-CD3 interaction, primary screen, biochemical, fluorescence, TAMRA-labeled TCR probe; inhibition, % at 9.4 µM; AID 651800, 2012; 0.37% of 360,000 active; in the data active = inhibition above about 19%;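 note: recombinant mutant TCR 2C K166C tagged with TAMRA read by polarization; 0% = receptor in buffer alone and 100% = receptor with positive control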
# GC-B act: human GC-B receptor activators, primary screen, HEK293 GC-B cells, cGMP TR-FRET, EC30 CNP; Atrial natriuretic peptide receptor 2 (Homo sapiens), P20594; 0% at EC30 CNP, 100% saturating CNP; activation, % at 10 µM; 0.11% of 370,000 active;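 active = activation at 10 µM reaching about 35% in either raw or pattern-adjusted values, limit read from the data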
# mABHD4 FP: ABHD4 inhibitors, primary screen, biochemical, fluorescence polarization, mouse | AID 720543, 2013 | purified mABHD4, FP-Rh probe fluorescence polarization | inhibition, % at 8.92 µM | 0.54% of 370,000 active;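 active = inhibition exceeding the mean over every tested compound plus 3 SD, cut at about 30% in these data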;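 note: 0% = plate median of compound wells and 100% = S159A mutant with DMSO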
#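 assay system = mABHD4 protein | compound dosing = single nominal dose of 8.92 µM, 0.89% DMSO final | read-out basis = percent inhibition of probe binding, normalized to plate controls | schedule = Enzyme–compound pre-incubation 45 min, then probe 60 min, both 25 °C | detection = fluorescence polarization, excitation 525 nm, emission 598 nm, BODIPY TMR filters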
# SIAE inh: human SIAE inhibitors, primary screen, biochemical, fluorescence polarization, FP-Rh probe, 1536-well HTS; Sialate O-acetylesterase (Homo sapiens), Q9HAT2; SIAE FP-Rh probe binding; inhibition, % at 9.66 µM; 0.69% of 370,000 active;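 active = inhibition above a cutoff: mean of compounds within the control limits plus 3 SD of those, cut at about 17% in these data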;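 note: 0% = plate median of compound wells and 100% = probe without SIAE protein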
# PRMT1 FP inh: PRMT1 methyltransferase inhibitors, primary screen, biochemical, fluorescence polarization; AID 652257, 2013; recombinant PRMT1, activity-based probe fluorescence polarization; 1.3% of 370,000 active; inhibition, % at 2.79 µM;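 active = inhibition above about 21% made by adding two undisclosed values, limit read from the data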
# LEDGF integ inh: blockers of LEDGF/p75-dependent integrase strand transfer – biochemical, TR-FRET, high throughput, primary screen. HIV-1 integrase (with human LEDGF/p75). TR-FRET IN-LEDGF/p75 DNA integration, Eu/Cy5. inhibition, % at 3.7 µM. 0.64% of 370,000 active. AID 743269, 2014;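 active = inhibition above the screen-wide mean plus 3 SD, cut at about 13% in these data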;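 note: signal is the Cy5 over europium emission ratio at 671 and 618 nm; 0% = plate median of compound wells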
# Active calls of the source: *; / = not tested or not shown.
# Results follow in this order: rCAG RNA binder, MBD2 DNA inh, HTRA1 inhibitor, TDP2 inh, TCR CD3 inh, GC-B act, mABHD4 FP, SIAE inh, PRMT1 FP inh, LEDGF integ inh
N#CC1=C(SCc2ccccc2)NC(=O)CC1c1ccco1 (centres undefined)
 : 7, -4, 3, 6, 12, 1, 2, 2, 3, 3
CC(=O)Nc1ccc(NC(=O)c2ccc(Cl)c(S(=O)(=O)N3CCc4ccccc43)c2)cc1
 : 12, 0, -1, -1, 3, 0, -5, -3, 2, -3
CCC(C(=O)NC1CC1)n1nc(C)c2c(C)n(-c3ccc(C)cc3)nc2c1=O (centres undefined)
 : -3, -2, 2, -4, 5, 5, 0, -2, 1, 0
CCN1CCc2c(C#N)c(N3CCOCC3)nc(N3CCOCC3)c2C1
 : -1, 3, 1, -1, 5, -4, 2, -2, -2, 1
COc1ccc([C@H]2C(C(=O)O)=C[C@@H](CC3CCCC3)N2S(=O)(=O)c2ccc(C)cc2)cc1OC
 : 56*, -2, -5, 10, 1, 3, 14, 0, 3, 4
CC1N/C(=C\C(=O)c2ccccc2)N(O)C1(C)C (centres undefined)
 : 0, -6, -1, -7, 4, -6, 2, 9, 0, 1
CC(C)C1Cc2[nH]c(=S)[nH]c(=O)c2C(c2ccc(F)cc2)O1 (centres undefined)
 : 2, -1, /, 7, 3, 6, 5, 14, -1, -4
CCCS(=O)(=O)NC(=O)C1(C)CCCN(C(=O)c2cccs2)C1 (centres undefined)
 : 2, -4, /, 3, 4, -2, 3, 4, 0, 1
O=C(N=Nc1c(O)[nH]c2ccc([N+](=O)[O-])cc12)c1ccccc1[N+](=O)[O-]
 : 17, 3, 2, 35*, -6, -1, 11, -2, 0, -2
CCOC(=O)c1ccc(N2CCN(c3ccc(F)cc3)CC2)c(NC(=O)Nc2cccc(OC)c2)c1
 : 5, -3, -4, -10, 6, 4, -4, 7, -1, -2
CCOc1ccc(N(C)C(=O)CCc2nnc3ccc(N4CCCCC4)nn23)cc1
 : -8, -7, 7, 8, 3, -3, 9, 11, 0, 4
Cc1ccc2sc(N(CCCN(C)C)C(=O)c3ccc(S(=O)(=O)N(C)C)cc3)nc2c1C
 : -6, 4, 0, 1, -6, -3, 0, 3, 4, -6
Cc1cccc(NC(=O)c2cc([N+](=O)[O-])ccc2Cl)c1O
 : 1, -2, 5, 8, 3, -4, -6, 2, 0, -1
CCN(C(=O)COC(=O)c1ccccc1NC(=O)c1ccco1)C1CCS(=O)(=O)C1 (centres undefined)
 : 2, -1, -6, -9, 2, -3, -9, -7, -6, 4
O=C(CCN1C(=O)C2CC=CCC2C1=O)NC1CCCCC1 (centres undefined)
 : 0, -1, 5, -14, 4, 1, 0, 0, -1, -2
Cc1ccc(Cc2c(-c3ccco3)nc3c(C)cc(Br)cn23)cc1
 : 30, 1, /, 3, -3, 50*, 7, -3, 33*, 0
Cc1[nH]c2ccccc2c1C(=O)COC(=O)c1ccc([N+](=O)[O-])s1
 : 2, -6, 8, 16, 3, -1, -1, -2, -10, 4
NC1=NC(c2cn[nH]c2-c2cccc(F)c2)n2c(nc3ccccc32)N1 (centres undefined)
 : 4, 3, -3, 3, 2, -1, 3, 0, -3, -2
CCN(CC)CCNC(=S)Nc1ccc(Cl)cc1
 : 2, 7, -5, -13, -3, 2, -3, -1, 4, -7
O=C(Nc1nnc(C2CCCCC2)s1)c1ccc(Br)s1
 : 0, -2, -1, 14, -4, -5, 0, 0, 1, -5
CCOC(=O)c1ccccc1NC(=O)CSc1nnc(Cc2cccn2C)n1-c1ccc(C)cc1
 : -3, -3, -16, -17, -4, -8, -1, -2, -1, 1
CCN(CC)CCn1c(OC)cc(=O)[nH]c1=O
 : -1, 1, 4, 3, -2, 2, -3, 4, 0, -1
Cn1c(=O)c2c(ncn2CC(=O)Nc2ccc(Cl)cc2Cl)n(C)c1=O
 : 3, -2, -7, -4, 0, -3, 2, -1, 0, 0
CCSc1nnc(-c2cccnc2)n1-c1ccc(C)c(Cl)c1
 : -8, 1, 2, 12, -1, -4, -1, 1, -2, 0
CCc1c(C)sc(NC(=O)c2cc(-c3ccc(OC)c(OC)c3)on2)c1C#N
 : 3, -6, -3, 7, 0, -3, 5, 5, -3, -1
COc1ccc(N(CC(=O)NC2CC3CCC2C3)S(=O)(=O)c2ccc(C)c([N+](=O)[O-])c2)cc1 (centres undefined)
 : 3, -2, -16, 12, 4, -1, 3, 10, -1, 3
CC1(C)CC(=O)c2sc(NS(=O)(=O)c3ccc(Cl)cc3)nc2C1
 : 21, -4, -8, 0, 7, 1, 2, -3, -3, 0
COc1ccc(C=NC(CO)C(O)c2ccc([N+](=O)[O-])cc2)cc1 (centres undefined)
 : 5, 0, 0, -4, 1, 0, -8, 4, -4, 0
CCN(CC)CCN1c2ccccc2Sc2ccc3ccccc3c21
 : 0, -1, 0, -1, 3, -12, 13, 6, 5, -1
COc1ccccc1/C=C/c1onc(C)c1S(=O)(=O)N1CCC(C(=O)NC2CCCCCC2)CC1
 : 3, 0, -2, 6, -1, 1, -9, -4, -3, 2

# 2 records drawn at random from those above:
# Results follow in this order: rCAG RNA binder, MBD2 DNA inh, HTRA1 inhibitor, TDP2 inh, TCR CD3 inh, GC-B act, mABHD4 FP, SIAE inh, PRMT1 FP inh, LEDGF integ inh
CCSc1nnc(-c2cccnc2)n1-c1ccc(C)c(Cl)c1
 : -8, 1, 2, 12, -1, -4, -1, 1, -2, 0
O=C(Nc1nnc(C2CCCCC2)s1)c1ccc(Br)s1
 : 0, -2, -1, 14, -4, -5, 0, 0, 1, -5

# (cont.)
# Results follow in this order: rCAG RNA binder, MBD2 DNA inh, HTRA1 inhibitor, TDP2 inh, TCR CD3 inh, GC-B act, mABHD4 FP, SIAE inh, PRMT1 FP inh, LEDGF integ inh
Cc1ccc(N=C2NC(=O)CC(C(=O)Nc3ccc4c(c3)OCO4)S2)cc1 (centres undefined)
 : 1, -1, 1, -7, 6, -1, -7, 9, -3, 9
COCc1[nH]nc2c1C(c1ccc(Br)cc1)N(Cc1ccccc1)C2=O (centres undefined)
 : 2, -2, /, -6, 3, -14, -3, -1, -4, 1
Cc1ccccc1NC(=O)CN(c1ccc(F)cc1)S(C)(=O)=O
 : -2, -3, 2, 0, 8, -1, -3, -2, 1, -4
Cc1cc(NC(=O)CSc2nnc(-c3c[nH]c4ccccc34)n2C)no1
 : 3, 0, 4, 1, -8, -5, -1, -4, -1, 0
C#CCOc1c(Cl)cc(/C=C2/C(=O)ON=C2C)cc1OC
 : 10, 6, -6, -8, 3, 2, -11, 4, 8, 2
CCS(=O)(=O)N1N=C(c2cccc(NS(C)(=O)=O)c2)CC1c1cccs1 (centres undefined)
 : 7, 0, 8, -19, -5, 0, -4, 4, 2, -4
Cc1ccc(N2CC(C(=O)NCc3n[nH]c(=O)c4ccccc34)CC2=O)cc1C (centres undefined)
 : -1, -3, 0, -10, -2, -12, -5, -1, -5, 0
NC(=O)c1ccc(CN2CCC(Cc3ccccc3)CC2)cc1
 : -5, -3, 4, 2, -12, 2, -3, 4, 3, -3
COCCN1C(=NCCCOC(C)C)N[C@@H](c2ccccc2)C(C(=O)OC)=C1C
 : -10, 1, -6, 8, -9, -6, 4, 2, -2, -1
Cc1ccc(C(=O)C2CCN(CC(=O)Nc3ccccc3C)CC2)cc1
 : -9, 3, -11, 0, 0, -3, 4, 1, 3, -7
O=C(CSc1nnc(-c2cccnc2)n1C1CCCCC1)N1CCCC1
 : 6, -2, /, 3, /, -4, 6, -4, 4, 0
CCC(NC(=O)c1cccc(Cn2nc(C)c([N+](=O)[O-])c2C)c1)c1ccc(C(C)C)cc1 (centres undefined)
 : 1, 1, -7, -6, 4, 2, -4, 1, 0, -7
CCCc1[nH]nc2c1C(c1ccccc1OCC)C(C#N)=C(N)O2 (centres undefined)
 : -3, -3, 0, 5, -12, -14, 8, 2, 0, 4
CSc1nn2c(C(F)(F)F)cc(C(F)(F)F)nc2c1C(N)=O
 : -5, 4, -7, 10, -5, 5, 3, -1, 2, -7
O=C(NCC(=O)N1CCCCCCC1)c1cccc([N+](=O)[O-])c1
 : 2, 1, 7, 4, 1, 2, -2, 0, 0, 4
CC(=O)Nc1c(NCC(C)C)c2ccccc2oc1=O
 : -4, 3, 4, 3, -3, 5, 5, 5, -2, 2
CCn1nnnc1NC(=O)c1cc(Cl)c(OC)c(Cl)c1
 : -3, 5, 4, -6, 4, 0, 0, -2, -10, 5
O=C(COc1ccc(Cl)cc1Br)NNC(=O)C(=O)N1CCCCC1
 : 4, -2, 13, 7, -1, -1, 11, -2, 1, 3
CCCCCn1c(C(Cc2ccccc2)NC(=O)COC)nc2ccccc21 (centres undefined)
 : -2, -3, -30, 0, 1, -20, 7, -3, 1, 0
CCn1c2ccccc2c2cc(N=C3SC(CC(=O)Nc4ccccc4OC)C(=O)N3CCOC)ccc21 (centres undefined)
 : 7, -4, -6, 5, -8, -1, 4, 7, 2, 2
CC1=CC(C)(C)n2c(O)c(N=NC(N)=S)c3cccc1c32
 : 9, 2, 10, 10, -1, -18, 9, 2, -1, 1
Cc1ccc(S(=O)(=O)N2CCN(S(=O)(=O)c3ccccc3)C2c2ccc(N(C)C)cc2)cc1 (centres undefined)
 : 5, 3, -13, 0, -7, -4, 5, 5, 1, -1
O=C(CN1C(=O)c2ccccc2C1=O)NC(Cc1ccccc1)C(=O)O (centres undefined)
 : 1, 0, 0, 2, 7, 3, 4, -4, -4, -2
COc1cccc(/C=C2\SC(=O)N(CCC(=O)N3CCCCC3CCO)C2=O)c1 (centres undefined)
 : -5, -1, -11, 4, 4, 5, 6, -8, 3, -4
COc1ccc(NC(=O)COC(=O)Cc2c(F)cccc2Cl)cc1OC
 : -1, 5, 5, 9, 1, -2, 2, 2, -4, 7
COc1cccc(C(=O)COC(=O)c2n[nH]c(=O)c3ccccc23)c1
 : -2, 0, 1, -4, 4, -2, 0, 3, 1, 2
c1ccc(CCNc2ncnc3sccc23)nc1
 : -1, 1, 3, 7, 4, -5, 0, -4, -2, 2
CC(Cc1ccccc1)NC(=S)CN1CCCC1=S (centres undefined)
 : -5, 3, 5, -9, 1, 3, 6, -3, -3, -4
COc1ccc(C(C(=O)NC2CCCCC2)N(C(=O)c2snc(C(N)=O)c2N)c2ccccc2OC)cc1 (centres undefined)
 : 5, -3, -8, -10, 2, -8, 5, -6, 3, 1
CC1CN(C(=O)Cn2c(C(F)(F)F)nc3ccccc32)CC(C)O1 (centres undefined)
 : 3, -6, 1, 0, 4, 5, -1, 6, 2, 4
Cc1ccccc1NC(=O)C1CCCN(S(=O)(=O)c2ccc(-n3cnnn3)cc2)C1 (centres undefined)
 : 1, 1, 2, 11, 4, 0, -3, -10, 0, 2

# These rows are one share of the data; rates above refer to the full screens.
